Source: PubChem (several laboratories)
MT1-MMP act inh: blockers of MT1-MMP proenzyme processing, primary screen, HT1080 RFP-PRO-GFP cells, GFP/RFP fluorescence. GFP/RFP ratio fluorescence, overnight; percent of plate control window, DMSO zero. hit rate 0.061% among 360,000. Matrix metalloproteinase-14 (Homo sapiens), P50281. GFP/RFP ratio change, % at 20 µM. AID 651647, 2012;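 active = GFP/RFP ratio change of at least 30% with cell ATP level not reduced by more than half and red fluorescence within 50% of control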; also: strong numbers were not always called active
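Read-out: GFP/RFP fluorescence ratio; Test system: RFP-PRO-GFP reporter HT1080 cells; Compound dosing: single-point 20 µM compound, 1% DMSO; Times: overnight compound exposure at 37 °C.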
eLon inh: inhibitors of E. coli Lon protease, primary screen, biochemical, fluorescence polarization. purified E. coli Lon protease. AID 602123, 2011. hit rate 0.42% among 360,000. P0A9M0. inhibition, % at 7.94 µM; in the data active = inhibition above about 13%, passing the limit was not always enough;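 also: 0% = enzyme with probe and DMSO and 100% = no enzyme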
NRP1-CendR mod: modulators of CendR peptide binding to NRP-1, primary screen, biochemical, fluorescence polarization, uHTS. hit rate 0.85% among 360,000. FAM-RPARPAR peptide binding to NRP-1. inhibition, % at 25 µM. Neuropilin-1 (Homo sapiens), O14786;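 active = inhibition or corrected inhibition above about 18%, plus a signal ratio from 0.5 to 1.5, limit read from the data, passing the limit was not always enough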; also: strong numbers were not always called active
Tb MetRS inh: T. brucei MetRS inhibitors, primary screen, biochemical, luminescence; purified T. brucei MetRS, ATP depletion, Kinase-Glo luminescence; inhibition, % at 11.9 µM; hit rate 0.4% among 360,000;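 active = inhibition above a per-plate cutoff of the control wells' mean inhibition plus 3 SD, cut at about 5.5% in these data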;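 also: 0% = DMSO wells median and 100% = median of wells with control inhibitor compound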
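System: purified T. brucei MetRS enzyme / Detection: Kinase-Glo luciferase luminescence reporting remaining unconsumed ATP / Medium: HEPES buffer with MgCl2, KCl, DTT, spermine, BSA, pyrophosphatase / Replication: singlicate, one well per compound / Evaluation: percent inhibition relative to median high and low control wells / Schedule: 2 h aminoacylation at 25 °C after 15 min preincubation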
SKN-1 block: suppressors of acrylamide-induced Pgst-4::GFP reporter in worms, primary screen, SKN-1 inhibitor project, whole organism, uHTS, GFP/RFP fluorescence ratio, strain VP596. AID 624304, 2012. hit rate 0.49% among 360,000. C. elegans VP596 Pgst-4::GFP/RFP ratio, 24 h. inhibition, % at 21.8 µM;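 active = interference check ratio from 0.5 to 1.5 plus GFP to RFP signal ratio inhibition reaching or exceeding a fixed threshold, cut at about 30% in these data, passing the limit was not always enough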; also: some compounds called inactive have numbers as strong as hits
MsrA act: bovine MsrA enzyme activators, primary screen, biochemical, absorbance, HTS; purified bovine MsrA, absorbance read-out; Methionine sulfoxide reductase A (Bos taurus); activation, % at 10.6 µM; hit rate 0.3% among 360,000; in the data active = activation above about 7.5%;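 also: 0% = vehicle and 100% = reference activator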
MsrA inhibitor: bovine MsrA enzyme inhibitors, primary screen, biochemical, absorbance, HTS; inhibition, % at 15.5 µM; Methionine sulfoxide reductase A (Bos taurus); AID 651718, 2012; purified bovine MsrA, absorbance read-out; hit rate 0.75% among 360,000; in the data active = inhibition above about 4.5%;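 also: 0% = vehicle wells with enzyme and 100% = reference inhibitor wells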
FAS-TE inh: FAS thioesterase domain inhibitors, primary screen, biochemical, fluorescence intensity, uHTS; Fatty acid synthase (Homo sapiens), P49327; recombinant FAS-TE, OMFH fluorogenic substrate, fluorescence endpoint; inhibition, % at 15 µM; hit rate 0.67% among 360,000; AID 602261, 2012;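 active = compounds whose normalised, plate-corrected inhibition of enzyme fluorescence in the single-dose primary screen is 50% or more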;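 also: 0% = DMSO with enzyme and 100% = substrate without enzyme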
MLLE-PAM2 inh: inhibitors of PABP1 MLLE–PAM2 peptide binding, primary screen, biochemical, fluorescence polarization, FITC-PAM2, GST-MLLE | Polyadenylate-binding protein 1 (Homo sapiens), P11940 | inhibition, % at 20 µM | hit rate 0.36% among 360,000 | AID 588489, 2011; in the data active = inhibition above about 35%, passing the limit was not always enough;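 also: plate controls were DMSO wells with GST-MLLE for no effect and wells lacking GST-MLLE protein for full effect; some results filed as inactive read as strong as hits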
Target sequence (P11940 whole entry, looked up): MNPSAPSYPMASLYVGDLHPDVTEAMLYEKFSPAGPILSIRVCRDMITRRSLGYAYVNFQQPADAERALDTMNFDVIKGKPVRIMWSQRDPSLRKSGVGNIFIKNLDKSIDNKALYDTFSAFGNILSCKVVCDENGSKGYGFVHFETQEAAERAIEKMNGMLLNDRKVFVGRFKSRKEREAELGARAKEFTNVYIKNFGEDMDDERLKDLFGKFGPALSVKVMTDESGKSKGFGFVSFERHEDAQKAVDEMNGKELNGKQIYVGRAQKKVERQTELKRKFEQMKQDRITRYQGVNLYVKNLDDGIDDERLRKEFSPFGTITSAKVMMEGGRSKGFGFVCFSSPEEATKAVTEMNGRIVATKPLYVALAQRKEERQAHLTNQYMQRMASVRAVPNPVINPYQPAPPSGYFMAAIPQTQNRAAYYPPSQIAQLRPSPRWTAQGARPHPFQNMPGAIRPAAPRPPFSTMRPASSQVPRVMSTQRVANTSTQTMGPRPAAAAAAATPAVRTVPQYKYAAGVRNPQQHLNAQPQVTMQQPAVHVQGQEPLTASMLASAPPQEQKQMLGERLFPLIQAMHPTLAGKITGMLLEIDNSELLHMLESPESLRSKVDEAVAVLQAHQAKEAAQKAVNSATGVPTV
An asterisk follows results filed as active; / = not tested or not shown. Rows are unselected; overall some 4% were active at least once.

Every second line gives: MsrA act | SKN-1 block | MT1-MMP act inh | eLon inh | MLLE-PAM2 inh | FAS-TE inh | MsrA inhibitor | Tb MetRS inh | NRP1-CendR mod
Cc1ccc(C)c(NC(=O)COC(=O)Cc2ccsc2)c1
    -14 | 2 | -1 | 4 | 11 | -6 | 0.2 | -1.8 | -3
Clc1ccc(CN2CCC(c3ccccc3)CC2)cc1
    -3 | 7 | 5 | -3 | 7 | 1 | 0.8 | -1.4 | 11
COC(=O)c1nc(N)sc1-c1ccc(Cl)cc1
    -1 | 5 | 4 | -9 | 2 | -5 | -0.1 | 0.1 | 5
Cc1c(Cl)cccc1NC(=O)C1CCN(S(C)(=O)=O)CC1
    -4 | -1 | -2 | 0 | 15 | -6 | -1.1 | -0.3 | -6
NC(=O)C1CCN(C(=O)CC(c2ccccc2)c2ccccc2)CC1
    -1 | 8 | 1 | -8 | 5 | -5 | -0.7 | -0.7 | 16
COc1cc(/C=C/C(=O)c2ccccc2O)cc(OC)c1OC
    3 | -4 | -1 | -10 | 4 | 4 | 1.5 | 0.1 | 0
CCOC(=O)Cc1csc(NC(=S)NC(=O)c2ccccc2C)n1
    -2 | 5 | 4 | -3 | 23 | 0 | 1.0 | -0.3 | -1
CCOC(=O)/C(C#N)=C/C=C1\C=Cc2ccccc2N1CC
    -1 | 74 | -76 | -47 | -144 | 10 | 0.7 | -0.3 | -18
Clc1ccc(-c2cc(-c3nnc4n3CCCCC4)c3ccccc3n2)cc1
    -3 | 15 | -5 | 3 | -11 | 0 | 0.9 | -0.4 | -3
CCOC(=O)C1(C)CCCN(C(=O)c2cc(C)oc2C)C1 (centres undefined)
    -1 | 15 | 0 | 0 | -2 | -7 | 0.1 | 0.0 | -11
OC(CNCCc1ccc(Cl)cc1Cl)COc1ccccc1 (centres undefined)
    -1 | -12 | 2 | 1 | -6 | 7 | 0.9 | -0.5 | 13
O=C(COC(=O)c1ccccn1)c1ccc([N+](=O)[O-])cc1
    -3 | 4 | -13 | -6 | 20 | 7 | -0.9 | -0.1 | 22*
O=C(CCN1C(=O)C2CC=CCC2C1=O)Nc1cccc(S(=O)(=O)N2CCCCC2)c1 (centres undefined)
    -1 | 4 | 5 | 10 | 3 | 0 | -1.3 | 0.1 | 8
COc1cc(NC(=O)C(=O)NCCN(C)C)c(OC)cc1Cl
    -3 | 2 | -2 | -3 | 9 | -2 | 1.8 | -1.0 | -2
Cc1ccc2cc3c(N)c(C(=O)Nc4c(C)[nH]c(=O)[nH]c4=O)sc3nc2c1
    -5 | -1 | -5 | 2 | -1 | -14 | 2.4 | -0.9 | -65
CC1=C(C)C(OCCCl)N(c2cc(O)c(Cl)cc2F)C1=O (centres undefined)
    -2 | 4 | 0 | 8 | 4 | 0 | -0.8 | -0.3 | 7
Nc1cc(Cl)ccc1Oc1ccc2ccccc2c1
    -10 | 12 | 5 | -5 | 8 | 29 | 2.1 | -1.0 | -4
O=C(CCNS(=O)(=O)c1ccc(Cl)cc1)N1CCCCCC1
    -4 | 8 | 0 | 4 | 16 | -3 | -1.2 | -0.4 | 5
CN1C(=O)[C@H]2[C@@H](/C=C/c3ccccc3)N3C(=O)CN(CC4CC4)C(=O)[C@@]3(C)[C@H]2C1=O
    -6 | 0 | 0 | -5 | -3 | -10 | 0.0 | -0.5 | 4
O=C1NC(=S)S/C1=C\c1cc2ccccc2nc1N1CCCCC1
    -3 | 67 | -49 | -20 | -21 | 69* | 0.7 | 0.1 | -103
N#C/C(=C\c1c(N2CCC(C(N)=O)CC2)nc2ccccn2c1=O)C(=O)NC1CCCCC1
    -1 | 9 | 0 | 2 | -6 | -3 | 1.1 | 0.9 | 4
O=C(N=c1ccn(-c2nc3ccccc3nc2NS(=O)(=O)c2ccccc2)cc1)c1ccccc1Cl
    -5 | -5 | -18 | -3 | 30 | -4 | 1.9 | -0.2 | -2
COc1ccc(/C=C2\Sc3ccc(C(=O)N4CCOCC4)cc3N(C)C2=O)cc1
    -3 | 16 | -1 | -10 | 33 | -4 | 0.9 | -0.8 | -11
CSc1nnc(SCC(=O)NC(=O)c2ccccc2)s1
    1 | 7 | 3 | 6 | 6 | -6 | 0.3 | -0.3 | 1
C#Cc1ccc([C@H]2C=C(C(=O)NC3CC3)O[C@@H](OCC)[C@@H]2CCCO)cc1
    -3 | 8 | -11 | -3 | 1 | -6 | -0.3 | -0.2 | -89
Cc1c(C(=O)c2ccc(N(C)C)cc2)c2ccccn2c1CCC#N
    -10 | -2 | -2 | -2 | 3 | -5 | 0.9 | -0.7 | 3
COc1cc(/C=C/C(=O)O)cc(OC)c1OC
    -4 | 3 | 3 | -4 | 11 | -3 | 0.1 | -0.5 | 9
COc1ccc(CN2C(=O)c3ccc(C(=O)O)cc3C2=O)cc1
    0 | 4 | 0 | -5 | -5 | -2 | -0.4 | -0.4 | 10
Cc1cc(N)c2cc(NC(=O)/C=C/c3ccccc3Cl)ccc2n1
    -1 | 29 | -42 | -12 | -30 | 0 | / | -0.7 | -72
COC(=O)Nc1ccc(S(=O)(=O)N2CCC(C(=O)N3CCCCC3C)CC2)cc1 (centres undefined)
    -1 | 0 | 1 | 12 | 17 | -5 | 0.8 | -0.4 | 6

Of the compounds above, these have an aryl methoxy group:
Every second line gives: MsrA act | SKN-1 block | MT1-MMP act inh | eLon inh | MLLE-PAM2 inh | FAS-TE inh | MsrA inhibitor | Tb MetRS inh | NRP1-CendR mod
COc1cc(/C=C/C(=O)c2ccccc2O)cc(OC)c1OC
    3 | -4 | -1 | -10 | 4 | 4 | 1.5 | 0.1 | 0
COc1cc(NC(=O)C(=O)NCCN(C)C)c(OC)cc1Cl
    -3 | 2 | -2 | -3 | 9 | -2 | 1.8 | -1.0 | -2
COc1ccc(/C=C2\Sc3ccc(C(=O)N4CCOCC4)cc3N(C)C2=O)cc1
    -3 | 16 | -1 | -10 | 33 | -4 | 0.9 | -0.8 | -11
COc1cc(/C=C/C(=O)O)cc(OC)c1OC
    -4 | 3 | 3 | -4 | 11 | -3 | 0.1 | -0.5 | 9
COc1ccc(CN2C(=O)c3ccc(C(=O)O)cc3C2=O)cc1
    0 | 4 | 0 | -5 | -5 | -2 | -0.4 | -0.4 | 10

Next section:
Every second line gives: MsrA act | SKN-1 block | MT1-MMP act inh | eLon inh | MLLE-PAM2 inh | FAS-TE inh | MsrA inhibitor | Tb MetRS inh | NRP1-CendR mod
Oc1ccc(Br)cc1C=Nc1ccc2c3c(cccc13)CC2
    -3 | 1 | -175 | -95 | 12 | 11 | 0.3 | -0.2 | -41
CC(=O)c1ccc(N2CCN(C(=O)c3cc(S(=O)(=O)N4CCOCC4)ccc3C)CC2)cc1
    -5 | 23 | 2 | -6 | -1 | -3 | 3.7 | -0.1 | 11
CCOc1cccc2sc(NC(=O)c3ccc(Br)s3)nc12
    0 | 9 | -8 | -5 | -1 | 5 | -0.2 | 0.0 | -16
O=C(CNC(=O)N1CC(=O)Nc2ccccc21)NCc1cccc(Cl)c1
    -2 | 10 | -1 | 0 | 1 | -4 | -0.3 | -0.3 | 16
O=C(CSc1nnc(CNC(=O)c2c(F)cccc2Cl)o1)Nc1ccc2c(c1)OCCO2
    -5 | -5 | 4 | -14 | 10 | -5 | -0.2 | -0.5 | 3
O=C(Nc1cccc(-c2ccc(N3CCOCC3)nn2)c1)c1ccc(Cl)cc1
    -2 | 5 | 3 | -10 | -3 | -7 | 0.6 | 0.0 | -9
CCOC(CCn1c(SCC(=O)NC2CCCC2)nc2ccccc2c1=O)OCC
    -3 | 7 | 1 | -9 | -6 | -1 | 0.4 | -0.1 | 17
Cc1ccc(SCc2ccc(C(=O)Nc3cc([N+](=O)[O-])ccc3C)cc2)cc1
    -8 | -1 | -5 | -8 | 1 | 33 | 3.0 | -0.1 | 13
CCN(CC)CCNC(=O)CCn1nc(-c2ccc(Cl)cc2)ccc1=O
    -1 | -8 | 1 | 5 | 3 | -5 | 0.8 | 0.2 | 1
COc1ccc(S(=O)(=O)n2c([N+](=O)[O-])cnc2C)cc1OC
    -5 | 22 | 0 | 1 | -1 | -8 | -0.4 | 0.8 | 12
CC1CCCC(C)N1c1ccc(S(=O)(=O)N2CCOCC2)cc1Cl (centres undefined)
    0 | -6 | 0 | 1 | 7 | 15 | 0.2 | -1.0 | 9
c1cc(CNCCNCc2ccncc2)ccn1
    -15 | 0 | -4 | 5 | -5 | -6 | 0.7 | -0.4 | -3
O=c1cc(O)c(-c2cccc(C(F)(F)F)c2)c(Cl)[nH]1
    -3 | -8 | -4 | 3 | 11 | -11 | -0.7 | -0.9 | 12
COc1ccc(-c2nnc(SCC(=O)c3ccc(O)cc3O)o2)cc1
    -10 | 12 | 1 | -7 | -114 | -5 | 0.4 | -0.6 | 5
COC(=O)CNC(=O)c1cc(OC)cc(OC)c1
    -5 | 3 | 4 | 5 | -3 | -2 | -1.4 | 0.0 | -6
O=C(CCc1ccccc1)OCCN1CCOCC1
    -2 | -1 | 0 | 2 | 6 | -3 | -0.6 | -0.8 | 10
Cc1ccc(S(=O)(=O)N2CCOCC2)cc1NC(=O)COC(=O)Cn1c(C)csc1=O
    0 | 14 | 0 | 6 | 2 | -3 | 0.4 | -0.1 | 10
Cc1ccc(S(=O)(=O)NCCCCCC(=O)Nc2ccccn2)cc1
    -11 | -12 | 3 | -11 | 1 | -5 | 0.1 | -0.8 | 4
NNC(=O)c1csc(CS(=O)(=O)c2ccc(Cl)cc2)n1
    -3 | 1 | 0 | -4 | -5 | -6 | 0.0 | -0.2 | 6
O=C(OCc1cccc([N+](=O)[O-])c1)c1cccnc1Cl
    -7 | 13 | -4 | -10 | -3 | 11 | 2.1 | -0.2 | -2
N#Cc1c(-c2ccccc2)oc(=O)c2ccccc12
    -2 | -5 | -2 | -18 | -4 | 0 | 0.1 | 0.4 | 4

Among those listed so far, 2 have bromine:
Every second line gives: MsrA act | SKN-1 block | MT1-MMP act inh | eLon inh | MLLE-PAM2 inh | FAS-TE inh | MsrA inhibitor | Tb MetRS inh | NRP1-CendR mod
Oc1ccc(Br)cc1C=Nc1ccc2c3c(cccc13)CC2
    -3 | 1 | -175 | -95 | 12 | 11 | 0.3 | -0.2 | -41
CCOc1cccc2sc(NC(=O)c3ccc(Br)s3)nc12
    0 | 9 | -8 | -5 | -1 | 5 | -0.2 | 0.0 | -16
